Assay outcomes (PubChem BioAssay)
PAD4 inh: inhibitors of human PAD4; Q9UM07; recombinant PAD4, RCA probe fluorescence polarization; inhibition, % at 6.36 µM; hit rate 0.41% among 330,000;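 active = percent inhibition above a cutoff equal to the mean of all tested compounds plus 3 SD, cut at about 15% in these data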;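 also: 0% = PAD4 with RCA probe and DMSO and 100% = probe without PAD4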
PAFAH2 inh: PAFAH2 (human) inhibition; recombinant PAFAH2, FP-rhodamine activity probe, fluorescence polarization; inhibition, % at 3.39 µM; hit rate 0.99% among 340,000; AID 492956;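 active = inhibition above the mean over all tested compounds plus 3 SD, cut at about 30% in these data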;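 also: inhibitors block probe labeling of enzyme so polarization drops; 0% = enzyme with DMSO and 100% = wells lacking PAFAH2 protein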
ZTA DNA inh: ZTA (EBV) inhibition in EBNA-1 counter-screen. hit rate 0.15% among 320,000. inhibition, % at 11 µM. P03206. ZTA-DNA binding, fluorescence polarization; in the data active = inhibition above about 33%
Target sequence (P03206 whole entry, looked up): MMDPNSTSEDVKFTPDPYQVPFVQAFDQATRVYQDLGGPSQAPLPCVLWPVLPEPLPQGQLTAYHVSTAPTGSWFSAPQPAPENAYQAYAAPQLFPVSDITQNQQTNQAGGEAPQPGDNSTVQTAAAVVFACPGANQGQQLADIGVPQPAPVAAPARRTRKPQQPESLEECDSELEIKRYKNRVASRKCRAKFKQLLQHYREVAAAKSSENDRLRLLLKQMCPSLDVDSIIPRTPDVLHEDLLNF
LYPLA1 inh: blocks human lysophospholipase 1, a PME1 counter-screen | O75608 | recombinant LYPLA1, FP-Rh probe fluorescence polarization | inhibition, % at 5.9 µM | hit rate 0.16% among 320,000;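 active = inhibition above the mean of all tested compounds plus 3 SD, set per campaign, cut at about 14% in these data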;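 also: inhibitors block serine hydrolase probe labeling of LYPLA1 so polarization falls; 0% = enzyme with DMSO and 100% = wells lacking LYPLA1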
Target sequence (O75608 whole entry, looked up): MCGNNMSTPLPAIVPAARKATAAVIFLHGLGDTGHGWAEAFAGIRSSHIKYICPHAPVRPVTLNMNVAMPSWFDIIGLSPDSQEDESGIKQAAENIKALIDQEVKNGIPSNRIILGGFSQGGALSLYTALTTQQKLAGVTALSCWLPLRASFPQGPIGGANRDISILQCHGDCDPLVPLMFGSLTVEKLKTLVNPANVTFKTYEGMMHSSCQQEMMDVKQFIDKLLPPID
LYPLA2 inh: counter-screen for PME1 inhibitors: inhibitors of human LYPLA2; O95372; hit rate 0.38% among 320,000; recombinant LYPLA2, FP-Rh probe fluorescence polarization; inhibition, % at 5.9 µM;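 active = inhibition above the screen-wide mean plus 3 SD, limit set per campaign, cut at about 26% in these data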;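 also: 0% = LYPLA2 with DMSO and 100% = wells lacking LYPLA2 enzyme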
PAFAH1B3 inh: blocks human PAF acetylhydrolase 1B catalytic subunit 3; recombinant PAFAH1B3, FP-rhodamine probe, fluorescence polarization; inhibition, % at 3.39 µM; hit rate 0.28% among 340,000;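 active = inhibition above the screen-wide average of all tested compounds plus 3 SD, cut at about 25% in these data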;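 also: 0% = enzyme with DMSO only and 100% = wells lacking PAFAH1B3 protein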
GSTO1 counter: counter-screen for RBBP9 inhibitors: inhibitors of human GSTO1; recombinant GSTO1, activity-based probe fluorescence polarization; inhibition, % at 5.96 µM; hit rate 1.1% among 300,000; AID 1974;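 active = inhibition above the campaign mean inhibition plus 3 SD, cut at about 35% in these data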;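 also: 0% = GSTO1-1 with DMSO and 100% = wells lacking GSTO1-1 enzyme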
Target sequence (P78417 whole entry, looked up): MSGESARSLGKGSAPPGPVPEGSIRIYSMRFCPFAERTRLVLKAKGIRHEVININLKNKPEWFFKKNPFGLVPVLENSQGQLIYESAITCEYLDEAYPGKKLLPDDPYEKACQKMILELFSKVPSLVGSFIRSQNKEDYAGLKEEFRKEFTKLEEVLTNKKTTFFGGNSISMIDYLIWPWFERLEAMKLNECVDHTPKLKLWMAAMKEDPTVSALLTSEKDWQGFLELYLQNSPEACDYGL
PREPL inh: inhibitors of human prolyl oligopeptidase-like enzyme PREPL | Q4J6C6 | recombinant PREPL, fluorescence polarization activity-based probe | AID 2751 | inhibition, % at 5.96 µM | hit rate 0.68% among 320,000; in the data active = inhibition above about 43%;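 also: 0% = enzyme with DMSO and 100% = wells lacking enzyme; many of its hits are not listed in these tables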
EBNA-1 inhibitor: blocks EBNA-1 binding to DNA | EBNA-1 DNA binding, fluorescence polarization | inhibition, % at 14.8 µM | hit rate 0.34% among 300,000 | AID 1950; in the data active = inhibition above about 28%
Numbers without * were called inactive; · = no result given. Not all compounds are listed. The share of hits here may be higher or lower than overall.

cpd	structure	PAD4 inh	PAFAH2 inh	ZTA DNA inh	LYPLA1 inh	LYPLA2 inh
1	CCOc1ccc(CCNC(=O)c2nccnc2C(=O)O)cc1OCC	-3	0	8	0	-1
2	COc1ccccc1C(CNC(=O)C1CC(=O)N(Cc2ccccc2)C1)N1CCCC1 (stereo unspecified)	0	2	2	-4	-1
3	Cn1c(SCC(=O)NC(=O)CN2CCCC2=O)nnc1-c1ccc(F)cc1	-1	4	-1	0	-2
4	CN(C)c1nc(NCc2ccccc2)nc(SCC(=O)Nc2ccccc2Cl)n1	-2	4	1	-9	-7
5	COc1cc(-c2nc3ccccn3c2/N=C/c2cccc(F)c2)ccc1O	5	10	4	0	-3
6	CCCCn1c(SCC(=O)NCCOC)nc2ccc(N3CCOCC3)cc2c1=O	-3	9	-10	2	7
7	COc1ccc(C(C(=O)NC(C)(C)C)N(C(=O)CNC(=O)c2cccs2)c2ccc(C(C)C)cc2)cc1OC (stereo unspecified)	0	3	-1	-1	-2
8	Cn1c(=O)[nH]c(=O)c2c1nc(NCCCn1ccnc1)n2Cc1ccccc1	-5	-4	18	0	2
9	CC(=O)c1ccc([N+](=O)[O-])c(CS(=O)(=O)c2ccc(Cl)cc2)c1	-1	-1	-8	2	-2
10	Cc1c(C)c2ccc(OCC(=O)N3CCN(C(=O)C4COc5ccccc5O4)CC3)cc2oc1=O (stereo unspecified)	4	11	0	1	25
11	Cc1cccc(NC(=O)CSc2nccn2Cc2ccco2)c1C	-1	-6	7	-5	-6
12	COc1ccc2[nH]c(=O)c(CN(C(=O)C3CCCO3)c3ccc(C)cc3)cc2c1 (stereo unspecified)	7	8	19	-2	-1

cpd	PAFAH1B3 inh	GSTO1 counter	PREPL inh	EBNA-1 inhibitor
1	6	-2	-6	5
2	11	·	-1	·
3	3	5	-7	-7
4	3	-1	-13	-3
5	6	6	-1	-3
6	2	18	16	4
7	3	3	1	5
8	1	-7	6	-12
9	7	-2	14	-1
10	4	-2	2	-11
11	-4	3	-5	2
12	3	-8	0	2

The list continues.
cpd	structure	PAD4 inh	PAFAH2 inh	ZTA DNA inh	LYPLA1 inh	LYPLA2 inh
13	Cc1ccccc1N1C(=O)c2cccc3cccc(c23)C1=O	-2	1	-7	0	1
14	CC(C)NC(=O)c1ccc(CNC(=O)OCC(F)(F)F)cc1	5	3	16	1	-5
15	O=C(Nc1ccccc1)Nc1cc([N+](=O)[O-])ccc1F	1	-6	9	-5	-4
16	c1cncc(CSc2nnc3ccc(-c4ccncc4)nn23)c1	1	-8	5	2	0
17	Cc1ccc(NC(=O)c2cc(-c3ccc(F)cc3)on2)cc1C	2	4	-4	-4	-3
18	COCCn1c(COc2cccc(OC)c2)nnc1SCC(=O)NC1CCCC1	-1	17	3	5	2
19	COc1cc(CCC(=O)OCC(=O)NCCc2ccc(S(N)(=O)=O)cc2)cc(OC)c1OC	-3	7	·	·	·
20	C/C=C\C=C/C(=O)Nc1cccc(C2=NOC3(C2)C[C@@H](C(N)=O)N(C(=O)c2ccc(Cl)cc2)C3)c1 (stereo partly specified)	1	-9	-6	-11	-13
21	CCOc1ccc2nc(NC(=O)c3cnc(C)cn3)sc2c1	9	-9	3	-2	-2
22	CCOC(=O)c1ccc(NC(=O)N(CC)CC)cc1	3	-7	-12	3	0
23	Cc1ccc(CNC(=O)c2ccc(N3CCC4(CC3)CC(c3ccccc3)=NO4)c([N+](=O)[O-])c2)cc1	-4	-7	-1	2	7
24	Cc1cc(C)nc(NC2=NCC(=O)N2c2ccc3c(c2)OCCO3)n1	1	-3	6	2	3

cpd	PAFAH1B3 inh	GSTO1 counter	PREPL inh	EBNA-1 inhibitor
13	0	6	-5	0
14	11	12	-9	-6
15	4	1	13	3
16	1	11	-3	-4
17	4	4	-8	2
18	-7	17	17	-2
19	6	·	2	·
20	-1	-4	-4	-1
21	-2	4	1	5
22	0	2	0	11
23	1	-10	11	7
24	5	-3	9	5

Some of these compounds in order of the PAFAH2 inh value, lowest first.
entry	mol	PAFAH2 inh
20	C/C=C\C=C/C(=O)Nc1cccc(C2=NOC3(C2)C[C@@H](C(N)=O)N(C(=O)c2ccc(Cl)cc2)C3)c1 (stereo partly specified)	-9
16	c1cncc(CSc2nnc3ccc(-c4ccncc4)nn23)c1	-8
22	CCOC(=O)c1ccc(NC(=O)N(CC)CC)cc1	-7
15	O=C(Nc1ccccc1)Nc1cc([N+](=O)[O-])ccc1F	-6
24	Cc1cc(C)nc(NC2=NCC(=O)N2c2ccc3c(c2)OCCO3)n1	-3
19	COc1cc(CCC(=O)OCC(=O)NCCc2ccc(S(N)(=O)=O)cc2)cc(OC)c1OC	7

The list continues:
cpd	structure	PAD4 inh	PAFAH2 inh	ZTA DNA inh	LYPLA1 inh	LYPLA2 inh
25	CC1CCN(C(=O)COC(=O)c2cccc(NS(=O)(=O)c3ccccc3)c2)CC1	-6	5	3	-1	-2
26	CCCCn1nnnc1SCC(=O)N1CCCC1	3	1	-5	-2	3
27	CCOC(=O)c1ccc(NC(=O)c2nc[nH]c2C(=O)N[C@@H](CC(C)C)C(=O)OC(C)(C)C)cc1	2	-9	23	-11	-29
28	CCCCNc1c(-c2ccc(SC(C)CC)cc2)nc2cnccn12 (stereo unspecified)	3	18	·	·	·
29	Cc1ccc(NC(=O)Cn2c(=O)cnc3ccccc32)cc1S(=O)(=O)N1CCCCC1	-15	7	-6	-3	-3
30	COC(=O)[C@]1(Cc2ccccc2)N[C@H](CN(C)C(=O)c2ccc(C)cc2)[C@@H]2C(=O)N(C)C(=O)[C@@H]21	-3	-6	·	·	·
31	CCOc1ccc(-c2cc(C(=O)OC)nc3c2c(=O)n(C)c(=O)n3C)cc1	1	-3	7	1	4
32	OC(COCC1COc2ccccc2O1)CN1CCN(c2ccc(F)cc2)CC1 (stereo unspecified)	-7	0	8	1	0
33	COc1cc(CC(=O)OCn2nnc3ccccc3c2=O)cc(OC)c1OC	-2	0	-4	-2	3
34	CCCn1c(=O)c2ccccc2n2c(SCCOc3ccc(Cl)cc3)nnc12	-2	0	-11	1	3
35	CCOCCCNC(=O)C(NC(=O)CNC(C)=O)c1ccc(Cl)cc1 (stereo unspecified)	1	8	0	-2	-7
36	O=C(CN1C(=O)CCSc2ccccc21)Nc1ccc(F)cc1	2	-4	-1	1	3

cpd	PAFAH1B3 inh	GSTO1 counter	PREPL inh	EBNA-1 inhibitor
25	8	2	-8	-9
26	11	-2	5	9
27	1	-6	-12	7
28	27*	·	59*	·
29	10	·	8	·
30	5	·	6	·
31	4	3	5	-2
32	-1	3	9	6
33	-7	-2	4	-9
34	2	2	6	-6
35	1	-2	1	-2
36	7	1	-5	7

More records.
cpd	structure	PAD4 inh	PAFAH2 inh	ZTA DNA inh	LYPLA1 inh	LYPLA2 inh
37	C[C@]12CCC3C(CC[C@H]4CC(O)CC[C@]34C)C1CC/C2=N/O (stereo partly specified)	0	-5	-8	-3	-3
38	COCCCNc1nc2c(-c3cccc(C(F)(F)F)c3)nnn2c2ccccc12	-1	-7	17	-3	0
39	COc1ccc(NC(=O)N(Cc2cc3cc(C)ccc3[nH]c2=O)CC2CCCO2)cc1 (stereo unspecified)	2	-4	2	0	0
40	CSc1nc2n(n1)C(C)C1=C(CCCC1=O)N2 (stereo unspecified)	-1	-3	-19	-1	-5
41	O=C(O)C[C@H]1c2ccc(C(F)(F)F)cc2S(=O)(=O)N1C1CCCCC1	-6	5	7	-5	-5
42	CN1C(=O)c2ccc(NC(=O)c3cccc(N4C(=O)CCC4=O)c3)cc2C1=O	1	-6	-7	1	10
43	Cc1cccc(NC(=O)CN2C(=O)S/C(=C\c3ccccn3)C2=O)c1	-3	0	11	2	14
44	CN=C(c1ccco1)n1c(=S)nc(-c2ccco2)n(C)c1=S	-1	8	-9	4	6
45	COc1cccc(-c2nnn(CC(=O)Nc3cc(OC)c(NC(=O)c4ccco4)cc3OC)n2)c1	1	6	11	-2	5
46	NC(=O)c1ccccc1NC(=O)CSc1cn[nH]n1	-7	-5	-25	-3	1
47	Cn1c(=O)c2c(nc(SCc3nc(N)nc(N4CCCCC4)n3)n2C)n(C)c1=O	0	0	5	0	1
48	CCOC(=O)c1cnc2c(c(C)nn2CC)c1NCCN1CCOCC1	0	-6	4	-1	1

cpd	PAFAH1B3 inh	GSTO1 counter	PREPL inh	EBNA-1 inhibitor
37	2	-2	-6	-2
38	5	0	2	16
39	-8	-4	-2	-1
40	4	-2	-6	-2
41	7	-3	9	7
42	12	16	12	7
43	-2	1	-5	4
44	13	8	25	-1
45	-10	8	4	-4
46	6	10	3	-10
47	5	1	-4	1
48	3	8	8	7

Full records as entered above. Values in the order: PAD4 inh | PAFAH2 inh | ZTA DNA inh | LYPLA1 inh | LYPLA2 inh | PAFAH1B3 inh | GSTO1 counter | PREPL inh | EBNA-1 inhibitor
Results for CCCCn1c(SCC(=O)NCCOC)nc2ccc(N3CCOCC3)cc2c1=O : -3 | 9 | -10 | 2 | 7 | 2 | 18 | 16 | 4
Results for Cn1c(=O)[nH]c(=O)c2c1nc(NCCCn1ccnc1)n2Cc1ccccc1 : -5 | -4 | 18 | 0 | 2 | 1 | -7 | 6 | -12

(next part)
cpd	structure	PAD4 inh	PAFAH2 inh	ZTA DNA inh	LYPLA1 inh	LYPLA2 inh
49	COc1cccc(CNC(=O)CCC2CCCN(C(=O)c3cscn3)C2)c1 (stereo unspecified)	3	-2	11	3	7
50	CC(=O)Nc1ccc(Nc2nc(-c3sc(C)nc3C)cs2)cc1	5	4	-5	5	5
51	COc1cc2c(cc1OC)C(CC#N)=NC(C)(C)C2	-10	10	6	-3	5
52	CCOc1ccc(N(C(=O)c2cc3ccccc3oc2=O)C2C=CS(=O)(=O)C2)cc1 (stereo unspecified)	-4	3	-3	-5	-8
53	CC(C)CN(C(=O)/C=C/c1nc2ccccc2s1)C1CCS(=O)(=O)C1 (stereo unspecified)	-9	4	6	0	-2

cpd	PAFAH1B3 inh	GSTO1 counter	PREPL inh	EBNA-1 inhibitor
49	14	5	14	-2
50	4	3	15	-3
51	7	6	14	0
52	5	0	-23	-5
53	10	-1	1	2
